PTHR1 agonist: PTHR1 (human) receptor agonism. 410,000 tested, 0.075% active. HEK293 GP2 PTHR1 cells, GloSensor cAMP luminescence, 1 h. Q03431. AID 743266. Potency, µM (doses to about 115 µM), inactives show at the top dose activation, usual class: activators; note: potency is the fitted concentration of half-maximal effect; nearly all actives have a fitted effect of over 55% in size; some results filed as inactive show a strong effect at the top dose; inactives centre near -15; many of its hits are not listed in these tables
Target sequence (Q03431 whole entry, looked up): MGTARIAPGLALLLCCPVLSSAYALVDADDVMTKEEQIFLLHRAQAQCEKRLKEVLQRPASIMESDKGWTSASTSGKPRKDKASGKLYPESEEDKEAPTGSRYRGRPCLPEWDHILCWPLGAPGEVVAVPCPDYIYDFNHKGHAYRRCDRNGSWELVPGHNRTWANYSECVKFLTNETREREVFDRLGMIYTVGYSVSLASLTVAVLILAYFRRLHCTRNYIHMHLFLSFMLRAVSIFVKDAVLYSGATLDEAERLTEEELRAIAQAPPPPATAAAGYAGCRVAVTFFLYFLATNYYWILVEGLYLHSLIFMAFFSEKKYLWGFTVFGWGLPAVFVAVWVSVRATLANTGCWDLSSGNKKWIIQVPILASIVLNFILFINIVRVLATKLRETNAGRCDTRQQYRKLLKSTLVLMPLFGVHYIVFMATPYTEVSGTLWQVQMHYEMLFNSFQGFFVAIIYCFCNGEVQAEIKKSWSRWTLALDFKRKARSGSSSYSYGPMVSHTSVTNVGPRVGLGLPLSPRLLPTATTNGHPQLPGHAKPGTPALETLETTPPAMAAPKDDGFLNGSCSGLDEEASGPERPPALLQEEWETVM
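HEK-293-derived GP2 cells expressing PTHR1 and a GloSensor cAMP reporter, 3,000/well, plated overnight, given luciferin plus IBMX (each 0.5 mM as added) for 1 h at 37 °C, then compound for 1 h at 37 °C. Luminescence was read after 15 min at room temperature.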
EPAC2 antag: antagonists of human EPAC2 | AID 720708 | Q8WZA2 | 360,000 tested, 0.18% active | Potency, µM (top dose mostly 114 µM), for the others: at the highest dose activity, negative = inhibition, most hits filed as inhibitors | EPAC2 GEF exchange of Rap1B-BODIPY-GDP, fluorescence; note: potency is the fitted concentration of half-maximal effect; % is set by controls: 0 for no effect and ±100 for the full control effect; nearly all actives have a fitted effect of over 45% in size; many of its hits are not listed in these tables
CCT chaperon mod: modulators of cytosolic chaperonin (CCT/TRiC) activity; purified chaperonin ATPase assay, HTRF ADP detection, 30 min; AID 651819; activity change, % (concentration not given with the values), hits read low; 360,000 tested, 0.3% active; in the data active = activity change below about -30%; note: % is set by controls: 0 for no effect and ±100 for the full control effect
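TRiC (40 or 20 nM final, by batch activity) in 30 mM Tris pH 7.4, 100 mM KCl, 5 mM MgCl2, 1 mM DTT was treated with compound at 76 uM single dose, then 10 uM ATP, 30 min at 37 °C. ADP was read by HTRF Transcreener.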
D3 antag: blocks the human D3 dopamine receptor; AID 652054; 360,000 tested, 2.5% active; P35462; D3R cells, DiscoveRx beta-arrestin luminescence, antagonist mode; hits give low values; max response, negative = inhibition, %; in the data active = max response below about -50%; inconclusive = no clear call, values can overlap the other calls; note: % is set by controls: 0 for no effect and ±100 for the full control effect; mostly tested at two doses, the higher about 12 µM
Target sequence (P35462 whole entry, looked up): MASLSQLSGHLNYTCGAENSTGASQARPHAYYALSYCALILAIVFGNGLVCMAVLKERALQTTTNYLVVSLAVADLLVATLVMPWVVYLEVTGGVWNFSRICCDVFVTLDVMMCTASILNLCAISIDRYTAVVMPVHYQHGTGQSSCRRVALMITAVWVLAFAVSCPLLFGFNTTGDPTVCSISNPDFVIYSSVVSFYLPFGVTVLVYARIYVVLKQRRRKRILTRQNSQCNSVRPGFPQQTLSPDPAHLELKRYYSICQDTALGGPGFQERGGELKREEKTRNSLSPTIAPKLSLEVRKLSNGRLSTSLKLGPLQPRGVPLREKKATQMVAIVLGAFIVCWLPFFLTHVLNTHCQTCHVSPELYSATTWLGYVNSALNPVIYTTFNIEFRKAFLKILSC
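Cells plated overnight at 1500 cells/well, then exposed to library compounds with dopamine controls for 90 minutes at 37 degrees C. DiscoveRx reagent added for 30–60 minutes at room temperature; luminescence read, quantitative HTS format.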
DRD3 agonist: agonists of human D3 dopamine receptor | max activation, % | P35462 | 410,000 tested, 0.58% active | D3R DiscoveRx beta-arrestin cells, luminescence, 90 min; in the data active = max activation above about 30%; note: 0% is about no effect; mostly tested at two doses, the higher about 12 µM
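Agonist-mode cell screen: cells plated at 1500/well and incubated overnight at 37 °C, then exposed to library compounds for 90 min at 37 °C. Detection reagent was added for 30–60 min at room temperature, and luminescence was read.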
Mm-Cpn inhibitor: blocks the Methanococcus maripaludis chaperonin Mm-Cpn | Potency, µM (series often up to 76.9 µM), inactives show at the highest dose activity, negative = inhibition, usual class: inhibitors | purified Mm-Cpn ATPase, ADP Transcreener TR-FRET | 330,000 tested, 0.031% active | AID 504842; note: potency is the fitted concentration of half-maximal effect; % is set by controls: 0 for no effect and ±100 for the full control effect; nearly all actives have a fitted effect of over 80% in size
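Inhibition of chaperonin ATP hydrolysis is measured as reduced ADP production, detected by competitive TR-FRET in which signal falls with ADP. Final enzyme 25 nM and ATP 10 uM, reacted 30 min at 37°C.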
EPAC2 agonist: EPAC2 (human) agonism; Q8WZA2; EPAC2 activation, biochemical qHTS; response scale: 100% = 6.5 mM cAMP response; Potency, µM (highest dose often 154 µM), without a hit: at the top dose activation, most hits filed as activators; 360,000 tested, 0.079% active; note: potency is the fitted concentration of half-maximal effect; nearly all actives have a fitted effect of over 50% in size
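EPAC2 (100 nM) mixed with Rap1B loaded with BODIPY-GDP (250 nM) plus 50 uM unlabeled GDP; compounds pinned in, 5 min RT, then read every 5 min for 30 min (ex 480, em 540 nm). Normalized to cAMP control.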
Akt phos inh: Akt phosphorylation inhibition; activity change, % for hits at 50 µM; 360,000 tested, 0.32% active; Neuro2A IGF-stimulated pAkt S473 HTRF, 20 min; hits give low values; AID 651550; in the data active = activity change below about -80%; inconclusive = mostly about -51% to -80%; note: % is set by controls: 0 for no effect and ±100 for the full control effect
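Neuro2A cells in DMEM with 0.5% FBS, overnight at 37 deg C, given compound at single 50 µM final, then IGF (6 nM final) for 20 min at 37 deg C. Lysed; phospho-Akt Ser473 by HTRF after 24 h, 665/615 ratio.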
* marks the source's active call; other numbers are inactive results; i = inactive; ? = inconclusive; nt = not tested or not shown; [ ] = remark or other dose. Unless noted, calls come from the whole dose curve; as a rule, active = well fitted curve in the direction sought with a large enough effect; inconclusive = small, poorly fitted or top-dose-only effect, or another doubt; inactive = no such curve, though single readings can be large; an effect the other way counts as inactive or inconclusive. A portion of the library. The share of hits here may be higher or lower than overall.

molecule,PTHR1 agonist,EPAC2 antag,CCT chaperon mod,D3 antag,DRD3 agonist,Mm-Cpn inhibitor,EPAC2 agonist,Akt phos inh
CC1CCN(Cc2nnnn2-c2cccc([N+](=O)[O-])c2)CC1,i,0%,-3.9,13,1,2%,8%,i
COC(=O)C1(CCSC)NC(c2ccc(O)cc2)C2C(=O)N(c3ccc(F)cc3)C(=O)C21 (stereo not given),-3%,7%,1.0,-1,0,1%,1%,i
Cc1ccc(Sc2ncccc2COC(=O)Nc2c(C)cccc2C)cc1,-68%[inhibitor],-25%,1.8,?,6,-1%,7%,i
O=C(Cn1cnc([N+](=O)[O-])n1)N/N=C/c1cc(Cl)ccc1O,i,2%,-3.2,4,3,1%,4%,i
CP(=O)(Nc1cc(Cl)ccc1Cl)c1nc2c(s1)CCCC2 (stereo not given),-1%,?,-0.7,19,-4,0%,-5%,i
CC(C)(C)OC(=O)N1CCC(Cc2cc(-c3ccccc3)no2)(C(=O)O)CC1,-10%,9%,-1.3,-7,-18,2%,3%,i
Cc1ccc(C(C)C)c(OCCN2C(=O)NC(C)(C)C2=O)c1,-33%[inhibitor],-13%,-4.0,-17,2,2%,10%,i
CCC1CCCCN1CC(O)Cn1c2ccccc2n2c(=O)cc(C)c(C#N)c12 (stereo not given),i,-1%,-1.1,-5,1,-1%,11%,i
CCN(C(=O)COC(=O)c1cc2ccccc2cc1O)C1CCS(=O)(=O)C1 (stereo not given),-2%,-4%,-3.8,0,5,0%,-6%,i
OC(c1ccc(Cl)cc1)C(CN1CCOCC1)c1ccccc1 (stereo not given),-18%,3%,-0.9,-2,-6,2%,2%,i
O=C(COc1ncnc2ccccc12)Nc1ccccc1[N+](=O)[O-],i,5%,-0.6,5,-1,3%,2%,i
COCCNC(=O)Cn1cc2c(n1)CCCCC2,-22%,-2%,0.3,-9,5,2%,6%,i
O=C(Nc1ccccc1C(=O)O)c1cncc(Br)c1,i,-4%,-23,2,0,-5%,5%,nt
CC1(C(=O)Nc2cnc3ccccc3c2)CCN1CCc1ccccc1 (stereo not given),i,-22%,-1.0,0,-2,nt,14%,i
COc1nc2ccc(C)cc2cc1-c1noc(-c2cccnc2)n1,i,1%,0.4,-29,3,-1%,-18%,i
Nc1ccc2oc(-c3cc(Br)ccc3Cl)nc2c1,-10%[57.5 µM],5%,-2.6,25,3,-8%,0%,nt
COc1ccc(C(=O)Nc2ccc(O)c3ccccc23)cc1,i,0%,1.2,-6,-16,nt,9%,i
N#CC(C(=O)c1ccco1)c1ccccn1 (stereo not given),i,-6%,-0.8,22,0,1%,13%,i
O=C(O)c1cc(/C=C/C(=O)c2cc(F)ccc2O)c2c(c1)COCO2,-43%[inhibitor],16%,3.0,0,-14,-1%,1%,i
Cc1ccc(Oc2ccc(NC(=O)Cn3ccsc3=N)cc2)cc1,i,-2%,-2.3,4,0,2%,4%,i
Cc1ccc(C(=O)CC(C(=O)O)n2cccn2)cc1 (stereo not given),i,-6%,-1.1,13,5,1%,1%,i
CN(C)CCCn1c(N)c(C#N)c2nc3ccccc3nc21,-13%,4%,0.1,7,6,-6%,11%,i
CSc1ccc(C(=O)C2CCCN(C(=O)c3ccc(C)nc3)C2)cc1 (stereo not given),i,-8%,-1.3,6,1,1%,10%,i
O=C(O)c1ccc(/C=N/N2CCN(Cc3ccccc3)CC2)cc1,i,22%,0.4,-18,-13,0%,3%,i
C[C@H]1CN([C@@H](C)CO)C(=O)CCCn2nncc2CO[C@H]1CN(C)S(=O)(=O)c1ccc(F)cc1,-13%,2%,0.7,18,2,nt,6%,i
COCCn1c(SCC(=O)NCCc2ccc(OC)c(OC)c2)nc2c([nH]c3ccccc32)c1=O,i,?,-0.6,-4,-6,0%,4%,i
O=C(CN1CCOCC1)NC1C2CC3CC(C2)CC1C3 (stereo not given),-11%,4%,-1.3,-5,-1,-1%,5%,i
N#CCCn1cc(/C=N/NC(=O)c2ccncc2)c(-c2ccc(F)cc2)n1,-20%,-3%,-0.3,-2,1,0%,12%,i
O=C(CCS(=O)(=O)c1ccc(Br)cc1)NC1CCCC1,i,-4%,-1.2,-9,-1,4%,5%,i
COc1ccc(OC)c(/C=N/NC(=O)c2ccc[n+](CC(=O)c3ccccc3)c2)c1,19%,15%,0.3,-5,-5,-2%,3%,i
O=C(NCCN1CCOCC1)c1ccc2ccccc2c1,-11%,34%[activator],3.7,-17,-25,2%,4%,i
COC(C[C@@H](O)C[C@H](O)[C@@H](C)OCc1ccccc1)OC,-20%,-2%,-0.9,?,-14,0%,7%,i
CSc1nc2n(n1)C(c1ccccn1)C1=C(CC(C)(C)CC1=O)N2 (stereo not given),12%,3%,-1.0,-24,1,1%,7%,i
O=C(NNC(=O)c1sccc1-n1cccc1)c1ccc(F)cc1,i,-7%,-0.9,13,2,0%,3%,i
COc1ccc(/C=C(\NC(=O)c2cccs2)C(=O)Nc2ccc(C)cc2)cc1OC,i,28%,-2.4,8,7,-5%,-12%,i
O=C(Nc1ccccc1-c1ccccc1)NC1CC2CCCC(C1)N2CCc1ccccc1 (stereo not given),i,1%,-1.7,-10,1,0%,7%,i
CCCN(C1CCS(=O)(=O)C1)S(=O)(=O)c1ccc(F)cc1 (stereo not given),-1%,3%,-0.2,2,9,1%,-3%,i
Cc1ccc(-n2nnnc2-c2cnc(N3CCCC3)nc2C(F)(F)F)cc1,-46%[inhibitor],-5%,0.2,9,1,-1%,1%,i
N#Cc1c(-c2ccccc2)nc(SCc2ccc([N+](=O)[O-])cc2)[nH]c1=O,i,-15%,-2.2,21,0,1%,-3%,i
Cc1ccc(C)c(N(CC(=O)NCCc2ccccc2)C(=O)CCC(=O)Nc2ccccn2)c1,-13%,-12%,1.8,-9,-5,0%,-13%,i

A run of entries from the list above:
molecule,PTHR1 agonist,EPAC2 antag,CCT chaperon mod,D3 antag,DRD3 agonist,Mm-Cpn inhibitor,EPAC2 agonist,Akt phos inh
Cc1ccc(C(=O)CC(C(=O)O)n2cccn2)cc1 (stereo not given),i,-6%,-1.1,13,5,1%,1%,i
CN(C)CCCn1c(N)c(C#N)c2nc3ccccc3nc21,-13%,4%,0.1,7,6,-6%,11%,i

Other compounds follow:
molecule,PTHR1 agonist,EPAC2 antag,CCT chaperon mod,D3 antag,DRD3 agonist,Mm-Cpn inhibitor,EPAC2 agonist,Akt phos inh
Clc1ccc(COn2ccnc2)cc1Cl,25%,-1%,1.4,1,-4,2%,-1%,i
CC(Cc1ccccc1)NC(=O)CCCN1C(=O)c2ccccc2C1=O (stereo not given),-22%,-7%,0.2,6,-1,2%,-3%,i
CCOC(=O)NNc1ccccc1,i,-5%,-5.0,-5,-11,1%,1%,i
S=C(Nc1cc(Cl)cc(Cl)c1)N1CCN(c2ccccn2)CC1,-30%,-4%,-18,-24,-7,-1%,-5%,i
O=C(COC(=O)Cc1ccc(Br)cc1)NCc1ccccc1,-21%,-9%,1.0,19,0,nt,-3%,i
Cc1ccc2cc(CCNC(=O)C3CCCC3)c(=O)[nH]c2c1,-1%,6%,-0.3,8,5,-7%,6%,i
COc1ccc(C(=O)COc2ccc(C)cc2NC(C)=O)cc1,-18%,-2%,-4.8,-4,8,1%,-4%,i
CN(C(=O)CSc1nnc(-c2ccco2)o1)C1CCCCC1,i,12%,-3.5,62,1,0%,1%,i
CC(OC(=O)c1ccc(C(C)(C)C)cc1)C(=O)NC1CCCCC1C (stereo not given),-9%,-17%,0.9,-2,3,1%,-6%,i
CC1(C)CC(=O)c2c(O)cc(OCC(=O)NCCc3ccc(S(N)(=O)=O)cc3)cc2O1,-25%,2%,1.0,-24,14,-2%,-3%,i
CCOC(=O)C1=C(c2ccccc2)NC(=O)NC1c1cc(Cl)c(O)c(OC)c1 (stereo not given),-5%,9%,1.1,5,0,-4%,0%,i
CS(=O)(=O)N(CC(=O)NCc1ccco1)c1cc(C(F)(F)F)ccc1Cl,i,7%,-5.8,-11,-5,1%,3%,i
Clc1nc2ccccc2cc1/C=N/Nc1nc2ccccc2[nH]1,-3%,-8%,-0.2,2,-16,-1%,-1%,i
Cn1cc(CN2CCC(Oc3ccc(C(=O)N4CCCC4)cc3)CC2)cn1,-29%,5%,0.0,0,-1,1%,-1%,i
CCCCN1C(=O)C(CC(=O)NCCc2ccccn2)CC(C(=O)N2CCOCC2)=C1C (stereo not given),-18%,3%,-0.8,-21,2,nt,-1%,i
CCN(CC(=O)NCc1cccs1)C(=O)c1ccc(S(=O)(=O)Nc2ccccc2F)cc1,-21%,-11%,0.8,8,5,-1%,7%,i
O=C(Nc1ccc(Br)cc1)C1CCCN(S(=O)(=O)c2cccnc2)C1 (stereo not given),-18%,-3%,-2.6,0,-3,-2%,1%,i
CCOC(=O)N1CCN(Cc2cn3ccccc3n2)CC1,-10%,3%,-2.7,?,-2,-1%,-1%,i
O=C(Cc1ccccc1)N1CCC(c2ccccc2)C1 (stereo not given),-27%,0%,-0.9,-13,-17,2%,11%,i
CCOc1ccc(N2CC(=O)N(c3ccc(OCC)cc3)CC2=O)cc1,?,-5%[57.1 µM],0.5,-9,-1,-15%,-10%,i
O=C(O)c1ccc(S(=O)(=O)c2ccccc2)s1,i,4%,-1.2,0,-2,nt,7%,i
